Compound activity: PubChem, several laboratories
Lmaj promast – reduces viability of Leishmania major promastigotes | resazurin fluorescence viability | inhibition, % at 10 µM | actives 9% (n = 200,000) | AID 1063;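 note: promastigotes grown with compound for 44 hours at 28 °C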
Diaph inh CS – counter-screen for diaphorase-based assays: diaphorase inhibitors and chemical oxidizers | actives 0.69% (n = 190,000) | inhibition, % at 20 µM | diaphorase resazurin-to-resorufin fluorescence, NADH, 16 min; bacterial (C. kluyveri) enzyme, not human | AID 1217;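 active = primary screen inhibition at 20 µM above a set limit, cut at about 50% in these data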;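 note: plate controls were DMSO with full reaction for no effect and wells lacking NADH for full effect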
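System: Diaphorase enzyme from Clostridium kluyveri | Amount: Enzyme working solution with 0.14 U/mL diaphorase | Benchmarks: No-NADH positive control and DMSO neutral control | Signal: Fluorescence of resorufin formed from resazurin, Ex 544/Em 590 nm | Schedule: 16-min room-temperature incubation before reading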
PMI act – activators of human phosphomannose isomerase; P34949; purified human PMI, coupled resazurin fluorescence, 20 min; active compounds read high; 1 = vehicle control, 0 substrate-free wells; activation factor at 20 µM; actives 0.005% (n = 190,000); AID 1214;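 active = activation factor of 2 or more at 20 µM, relative to plate controls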
Target sequence (P34949 whole entry, looked up): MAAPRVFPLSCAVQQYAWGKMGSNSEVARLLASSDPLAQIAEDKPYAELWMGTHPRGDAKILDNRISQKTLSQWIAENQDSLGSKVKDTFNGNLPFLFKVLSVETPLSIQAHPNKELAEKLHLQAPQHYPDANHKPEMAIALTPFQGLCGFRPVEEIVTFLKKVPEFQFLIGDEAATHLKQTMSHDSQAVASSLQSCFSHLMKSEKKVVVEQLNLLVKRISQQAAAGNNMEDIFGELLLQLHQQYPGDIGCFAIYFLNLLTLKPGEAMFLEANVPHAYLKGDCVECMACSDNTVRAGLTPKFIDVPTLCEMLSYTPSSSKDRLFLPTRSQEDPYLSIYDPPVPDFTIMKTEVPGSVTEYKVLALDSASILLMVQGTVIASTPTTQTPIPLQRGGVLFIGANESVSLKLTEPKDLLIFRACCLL
Hsp70 activator – transcriptional activators of Hsp70; actives 0.04% (n = 200,000); HeLa Hsp70 promoter luciferase reporter, luminescence; scaled: vehicle 0, proteasome-inhibitor control 100%; activation, % at 10 µM;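 active = activation above the mean across all tested compounds plus 3 SD, cutoff set per campaign, cut at about 5.5% in these data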;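 note: 100% = MG132 at 30 µM as the positive control and 0% = DMSO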
Redox H2O2 prof – compounds producing H2O2 with reducing agent – biochemical, NIH compound library profiling, artefact control for MLSCN library redox annotation, primary screen; AID 878; activation, % at 10 µM; DTT-dependent redox cycling H2O2, phenol red/HRP absorbance; 100% = 100 µM peroxide control, 0% = buffer; actives 0.03% (n = 200,000);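 active = activation of at least 50% relative to the plate's high and low controls in the primary single-dose screen; inactive = activation below 50%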;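 note: compound incubated with DTT at 0.8 mM final as the reducing agent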
S1P3 antag – blocks the human S1P3 receptor. actives 0.27% (n = 170,000). CHO S1P3 NFAT-BLA reporter, FRET fluorescence, antagonist mode. inhibition, % at 4.98 µM. Q99500;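 active = inhibition above the plate cutoff, the mean inhibition of test wells on that plate plus 3 SD, cut at about 28% in these data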;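 note: cells challenged with S1P at its EC80 of 0.8 µM; blue over green emission ratio from cleaved BLA substrate after 4 h stimulation; 0% = S1P-stimulated wells and 100% = unstimulated DMSO-only wells; some compounds past the cut are filed as inactive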
Target sequence (Q99500 whole entry, looked up): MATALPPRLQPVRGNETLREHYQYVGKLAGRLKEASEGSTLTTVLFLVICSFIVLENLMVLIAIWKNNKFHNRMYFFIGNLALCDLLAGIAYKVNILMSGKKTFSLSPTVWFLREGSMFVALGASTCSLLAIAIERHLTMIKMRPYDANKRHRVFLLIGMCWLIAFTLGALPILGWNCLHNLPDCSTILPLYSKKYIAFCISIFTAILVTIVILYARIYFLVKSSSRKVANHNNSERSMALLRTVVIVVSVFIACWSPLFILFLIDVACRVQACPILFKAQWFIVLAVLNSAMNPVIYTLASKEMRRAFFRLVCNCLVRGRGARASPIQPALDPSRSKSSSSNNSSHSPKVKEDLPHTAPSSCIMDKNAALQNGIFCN
PMI act satM6P – increases human PMI activity with near-saturating mannose 6-phosphate; P34949; coupled PMI enzyme assay, resazurin fluorescence, 20 min; active compounds read high; 1 = untreated enzyme, 0 = substrate-free blank; activation factor at 20 µM; actives 0.34% (n = 190,000); AID 1216;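 active = activation factor of 2 or more at 20 µM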
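Technique: Diaphorase-driven resazurin-to-resorufin fluorescence, excitation 544, emission 590 nm | Assay system: Human PMI in coupled enzyme assay | Times: Enzyme reaction with compound 20 min at room temperature | Medium: HEPES-buffered pH 7.4 with magnesium and detergent | Reagent: Mannose-6-phosphate 1.0 mM (near-saturating) plus 0.22 mM NADP+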
Diaph act CS – activates diaphorase or chemically reduces, flagging diaphorase assay artifacts; Diaphorase/resazurin coupled assay, resorufin fluorescence, 16 min; active compounds read high; 1 = vehicle wells, 0 = NADH-free wells; activation factor at 20 µM; actives 0.005% (n = 190,000); AID 1229;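 active = diaphorase activity raised at least twofold by the compound at 20 µM; inactive = activation factor below 2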
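Test system: Clostridium kluyveri diaphorase, purified enzyme; input: enzyme 0.07 U/mL final; buffer or medium: 50 mM HEPES pH 7.4 with 4.542 mM MgCl2, 0.005% Tween 20; also added: 0.114 mM NADH and 0.1 mM resazurin, final amounts; schedule: 16 min enzyme reaction, ambient temperature; technique: fluorescence of resorufin, 544 nm excitation, 590 nm emission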
TLR4-MyD88 BLA – inhibitors of human TLR4-MyD88 binding; HeLa CL3-4 TLR4/MyD88 BLA complementation, FRET ratio; inhibition, % at 8.4 µM; actives 0.18% (n = 200,000); AID 861; in the data active = inhibition above about 25%;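 note: 0% = vehicle and 100% = reference inhibitor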
RAM inhibit – inhibitors of the yeast RAM network | S. cerevisiae dse1pr::URA3 reporter, 5-FOA growth OD615, 2 d; analog-sensitive cbk1-as2 kinase mutant strain | inhibition, % at 50 µM | actives 1.8% (n = 190,000);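 active = inhibition above a set limit, 3 SD over mean compound inhibition, cut at about 8.4% in these data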;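 note: 0% = DMSO-only wells with no growth and 100% = 10 µM 1-NA-PP1 full growth; inhibition rescues growth on 5-FOA so higher OD means more RAM inhibition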
G6PDH counter – L. mesenteroides G6PDH inhibition counter-screen; Purified L. mesenteroides G6PDH, diaphorase/resazurin coupled fluorescence, 45 min; inhibition, % at 5 µM; actives 0.12% (n = 200,000); AID 1020
Numbers without * were called inactive; / = no result given. Cut-off read from the data, not from the text of the source, unless noted: active = inhibition above about 50%; inactive = the rest.

Below each compound – Redox H2O2 prof | Diaph inh CS | Lmaj promast | TLR4-MyD88 BLA | Hsp70 activator | Diaph act CS | RAM inhibit | S1P3 antag | PMI act | G6PDH counter | PMI act satM6P
> CC(CN(C)Cc1ccccc1)OC(=O)c1cccc(F)c1 (stereo unspecified)
→ -0.2 | 2 | -7 | -1 | -0.1 | 1 | 0.1 | 6 | 1.6 | 18 | 2.4*
> O=C(CSc1nc(C2CC2)nc2ccccc12)N1CCc2ccccc2C1
→ 0.4 | 22 | 30 | -8 | -0.4 | 0.8 | 0.8 | / | 0.9 | -1 | 0.9
> O=C1c2ccccc2C(=O)c2c1ncn2-c1ccccc1
→ -0.9 | 24 | 55* | -8 | -0.2 | 0.8 | 1.4 | -9 | 0.8 | 22 | 0.4
> Cc1ccc(C(=O)Nc2nnc(-c3ccncc3)o2)cc1
→ -2.9 | 4 | 53* | 3 | -0.3 | 1 | 1.7 | -16 | 1 | 9 | 0.9
> Cc1cc(C)cc(OCC(=O)OCc2nnc(-c3ccccc3)o2)c1
→ -0.2 | 11 | -8 | -11 | -0.2 | 0.9 | 2.2 | 3 | 1 | 1 | 1
> Fc1ccc(N/N=C/C=C/c2ccccc2)c(F)c1
→ 0.1 | 19 | -4 | 13 | -0.1 | 0.8 | 0.9 | 10 | 0.8 | -11 | 0.9
> O=C(OCn1nnc2ccccc2c1=O)C1CCN(S(=O)(=O)c2cccs2)CC1
→ -2.2 | 9 | 3 | 6 | -0.4 | 0.9 | 0.1 | -25 | 1 | 2 | 0.9
> CCc1ccc2c(c1)C(O)(CC(=O)c1cccs1)C(=O)N2 (stereo unspecified)
→ 0.3 | 8 | -14 | -3 | 0.1 | 0.9 | 0.1 | -39 | 1 | -8 | 0.9
> O=C1NC(c2ccccc2)Nc2c1sc(=S)n2-c1ccccc1 (stereo unspecified)
→ -1.0 | 19 | 16 | 4 | -0.4 | 0.8 | 4.5 | -7 | 1.7 | 7 | 2.2*
> O=C(N/N=C/c1c(Cl)[nH]c2ccccc12)c1sc2ccccc2c1Cl
→ 0.8 | 16 | 12 | 1 | -0.3 | 0.8 | 5.5 | 6 | 0.9 | -10 | 0.9
> COc1ccc(N=C2NN=C(c3c(C)[nH]c4ccccc34)CS2)cc1
→ 0.2 | 24 | 48 | 5 | -0.3 | 0.8 | 1.9 | -15 | 1.1 | 4 | 1.1
> CCN(Cc1ccccc1)C(=O)c1ccc(Cl)cc1[N+](=O)[O-]
→ -0.3 | -2 | -2 | -8 | -0.3 | 1 | 1.7 | -14 | 1.1 | 4 | 1
> O=C(Oc1ccc(=O)n(-c2ccccc2)n1)c1ccc(Cl)cc1
→ 14 | -3 | 1 | -4 | -0.1 | 1 | -1.7 | / | 0.9 | 6 | 1.1
> CCN(CC)c1ccc(NC(=O)c2[nH]c(C)c(C(C)=O)c2C)c(C)c1
→ -0.4 | 14 | 8 | 16 | 0.1 | 0.9 | -0.4 | -1 | 0.8 | -6 | 0.8
> CCOC(=O)Nc1sc(C)c(C)c1C(=O)OCC
→ -0.5 | 21 | -4 | -10 | -0.2 | 0.8 | 5.8 | -10 | 0.9 | 7 | 0.9

Continuation.
Below each compound – Redox H2O2 prof | Diaph inh CS | Lmaj promast | TLR4-MyD88 BLA | Hsp70 activator | Diaph act CS | RAM inhibit | S1P3 antag | PMI act | G6PDH counter | PMI act satM6P
> CCOC(=O)c1nn(-c2ccccc2F)c(-c2ccccc2)c1C(=O)c1ccccc1
→ -4.1 | 22 | 7 | 6 | -0.2 | 0.8 | 6.5 | / | 0.9 | 6 | 0.9
> CCOc1ccc(-n2c(SCc3ccc(C(=O)OC)o3)nc3c(c2=O)SCC3)cc1
→ -0.8 | 34 | 83* | -4 | -0.2 | 0.7 | 3.3 | / | 0.8 | -35 | 0.9
> COc1ccc(S(=O)(=O)N2CCCC(C(=O)Nc3ccc(OC)c(OC)c3)C2)cc1 (stereo unspecified)
→ 0.4 | 17 | 1 | 5 | -0.1 | 0.8 | 4.4 | 25 | 1.1 | 11 | 0.9
> CCOC(=O)N1CCN(S(=O)(=O)c2cccs2)CC1
→ 0.5 | 17 | -7 | 11 | -0.1 | 0.8 | 0.8 | -4 | 0.9 | -1 | 0.9
> CC(C)(C)CNc1cc(N2CCCC2)ccc1[N+](=O)[O-]
→ 0.1 | 12 | -1 | 8 | 0.3 | 0.9 | 5.6 | / | 0.9 | 5 | 0.9
> CNC(=S)NNc1ccccc1[N+](=O)[O-]
→ 1.0 | 29 | 0 | 0 | -0.2 | 0.7 | 2.9 | -10 | 1.1 | 0 | 1
> O=C(c1ccc(F)cc1)n1ccc(-c2cnc(-c3ccccc3)s2)n1
→ 0.2 | 0 | -6 | 9 | 0.2 | 1 | 2.6 | / | 1 | -2 | 1.1
> COCC(=O)N(Cc1nc2ccccc2c(=O)[nH]1)Cc1cccs1
→ 2.3 | 14 | 4 | -1 | -0.2 | 0.9 | 2.5 | -18 | 1 | -21 | 1
> COc1ccccc1C1CC(c2ccco2)=NN1S(C)(=O)=O (stereo unspecified)
→ 0.0 | 20 | -3 | 3 | 0.1 | 0.8 | 0.0 | -6 | 0.9 | 5 | 0.9
> Cc1cc(C(=O)Nc2cccc(/C=C/C(=O)O)c2)c(C)o1
→ -4.3 | 7 | -3 | 0 | -0.3 | 0.9 | 1.2 | / | 1 | 0 | 1
> COc1ccc(C(=O)Nc2cccc(OC(=O)c3ccc(C)c(C)c3)c2)cc1
→ -3.5 | 22 | -2 | 6 | -0.3 | 0.8 | 7.9 | / | 0.9 | 4 | 0.9
> Cc1nnc(SCC(=O)Nc2sc3c(c2C#N)CCCCC3)n1N
→ 0.2 | 6 | -10 | 4 | 0.2 | 0.9 | 1.9 | / | 0.9 | 2 | 1
> CC(=O)Nc1ccc(NC(=O)c2c(C)nc3ccccn23)cc1
→ 1.8 | 9 | -1 | 0 | 0.0 | 0.9 | -0.8 | -6 | 1 | 0 | 0.9
> COc1cc(NC(=O)CSc2nnc3ccc(-c4ccncc4)nn23)cc(OC)c1
→ -0.8 | 24 | -3 | 10 | -0.1 | 0.8 | 1.4 | -22 | 1 | 0 | 1
> O=C1CSc2ccc(C(=O)NCC(c3ccco3)N3CCCCC3)cc2N1 (stereo unspecified)
→ -0.4 | 7 | 10 | -3 | -0.2 | 0.9 | 1.1 | -10 | 1 | -4 | 1

(further entries)
Below each compound – Redox H2O2 prof | Diaph inh CS | Lmaj promast | TLR4-MyD88 BLA | Hsp70 activator | Diaph act CS | RAM inhibit | S1P3 antag | PMI act | G6PDH counter | PMI act satM6P
> C=CCNC(=O)NC(=O)COC(=O)/C=C/c1cccc([N+](=O)[O-])c1
→ 0.1 | 0 | 1 | 5 | -0.2 | 1 | 3.3 | 2 | 1 | 2 | 1
> O=C1C=C(O)CC(c2ccc(Cl)c(Cl)c2)C1 (stereo unspecified)
→ 0.9 | 14 | -9 | 4 | 0.2 | 0.9 | 0.4 | / | 0.9 | -8 | 0.9
> Cc1ccc(C(=O)c2cc([N+](=O)[O-])ccc2N2CCOCC2)cc1C
→ 0.1 | 17 | -1 | 10 | -0.3 | 0.8 | 1.4 | 10 | 0.8 | 8 | 0.9
> S=c1[nH]nc(CCSCc2ccccc2)n1-c1ccccc1
→ 0.3 | 20 | -9 | -18 | 0.1 | 0.8 | -0.1 | 3 | 0.9 | 4 | 0.9
> Cc1cccc(NC(=O)CN2C(=O)C(C)Oc3ccccc32)n1 (stereo unspecified)
→ -0.7 | -2 | -5 | 11 | -0.4 | 1 | -0.2 | -12 | 1.1 | 8 | 1.1
> CCC(CC)c1nnc(NC(=O)c2cc(-c3ccccc3)nc3ccccc23)s1
→ 0.2 | 18 | -5 | -10 | 0.0 | 0.8 | 4.3 | -20 | 0.8 | -19 | 0.9
> Cc1cc(C)c2nc(N3CCN(C)CC3)c(C#N)cc2c1
→ -0.1 | -8 | 13 | 7 | -0.1 | 1.1 | 0.8 | -10 | 1 | 4 | 1.1
> COc1ccc(-n2c(COc3ccc(C)cc3)nnc2SCc2ccc(C#N)cc2)cc1
→ 1.5 | 27 | 68* | 9 | -0.4 | 0.7 | 9.6* | / | 0.9 | 2 | 0.9
> CCOC(=O)Cc1nnc(NC(=O)CSc2ncc(-c3ccccc3)nn2)s1
→ -0.6 | 8 | 1 | -2 | 1.0 | 0.9 | 4.2 | -7 | 1 | 9 | 1.1
> Cc1[nH]c2ccccc2c1SCCNC(=O)c1ccc(Br)o1
→ 2.3 | 10 | 15 | -4 | 0.2 | 0.9 | -0.6 | / | 0.9 | 3 | 1
> COCCN=C1Sc2nc3ccc(C)cc3cc2CN1Cc1ccco1
→ -0.1 | 4 | 60* | 10 | -0.2 | 1 | 1.4 | / | 1.6 | 2 | 2.1*
> CCOc1ncccc1C(=O)OCc1ccc(Cl)cc1
→ 0.1 | 0 | -8 | -10 | -0.2 | 1 | 1.8 | -9 | 1.1 | 7 | 1.1
> CCOC(=O)C1=C(CN2CCOCC2)NC(=O)NC1c1cccc([N+](=O)[O-])c1 (stereo unspecified)
→ 0.0 | 3 | -5 | 2 | -0.3 | 1 | 1.2 | -7 | 1 | 4 | 1
> CN(Cc1ccccc1)S(=O)(=O)c1ccc(NC(=O)C2CCCO2)cc1 (stereo unspecified)
→ -0.6 | 15 | -4 | 2 | -0.1 | 0.8 | -0.4 | 27 | 1 | 6 | 1
> CC(=O)c1ccc(NC(=S)NCCCn2ccnc2)cc1
→ -1.3 | 9 | 1 | -13 | 0.1 | 0.9 | 0.5 | 5 | 1 | -5 | 0.9
> O=c1c2cnn(-c3ccccc3)c2ncn1Cc1ccccn1
→ 0.6 | -4 | -10 | 2 | 0.1 | 1 | 3.2 | -37 | 1 | 5 | 1.1
> Cc1cccc(C(=O)NC2CC3CCCC(C2)N3S(=O)(=O)c2ccccc2)c1 (stereo unspecified)
→ 0.1 | 17 | 44 | -2 | -0.2 | 0.8 | -0.8 | / | 0.9 | 6 | 0.9

RAM inhibit: what is marked active above.
SMILES,Redox H2O2 prof,TLR4-MyD88 BLA,Hsp70 activator,Diaph act CS,RAM inhibit,S1P3 antag,PMI act,PMI act satM6P
COc1ccc(-n2c(COc3ccc(C)cc3)nnc2SCc2ccc(C#N)cc2)cc1,1.5,9,-0.4,0.7,9.6*,/,0.9,0.9
